NCI-60 one-dose screen, 48 h, at 10 µM unless noted. Numbers give growth in % (100 = growth as untreated, 0 = no growth, -100 = all killed).
HCT-15 – HCT-15 colon cancer; 82,000 tested, 5.2% active; AID 1794746
HT29 – HT29 colon cancer; 81,000 tested, 7.4% active; AID 1794748
COLO 205 – COLO 205 colon cancer. 79,000 tested, 7.3% active. AID 1794742
KM12 – KM12 colon cancer cells. 82,000 tested, 5% active. AID 1794800
SNB-75 – SNB-75 CNS cancer. 79,000 tested, 5% active
SW-620 – SW-620 colon cancer | AID 1794795 | 82,000 tested, 5.2% active
HCC-2998 – HCC-2998 colon cancer; 79,000 tested, 4.7% active
NCI-H322M – NCI-H322M lung cancer. 80,000 tested, 2.7% active. AID 1794733
HCT-116 – HCT-116 colon cancer; 82,000 tested, 7.3% active; AID 1794798
* = called active by the depositor; nt = no result given; & = joins results of further samples; [ ] = another dose, or the depositor's remark. How the source made its calls: active means growth percent below 10; inactive means the rest.

1) CCC(C)[C@@H]1NC(=O)[C@H](C(C)C)NC(=O)/C(C)=C/C(C)CC(C)CC(C)CC(C)CCC(C)OC1=O (some centres not stated)
2) Nc1nc2c(c(=O)[nH]1)CN(CCCN1CCN(CCCN3CNc4nc(N)[nH]c(=O)c4C3)CC1)CN2
3) O=C(CS)Nc1cccc(O)c1
4) Cc1cc(=O)oc2c(O)c(O)ccc12
5) C=C(C)[C@@H]1CC[C@]2(C)[C@H](CCN[C@H]3[C@@H]4CC(C)(C)CC[C@]4(CO)CC[C@]32C)[C@@]1(C)CCCN
6) COc1ccc(C(=O)N/N=C/c2ccc(F)c(Br)c2)cc1
7) O=C1/C(=C/c2ccccc2F)CN(C(=O)C(Cl)Cl)C/C1=C\c1ccccc1F
8) COC(=O)c1ccc(C(=Nc2ccc(N(C)C(=O)CN3CCN(C)CC3)cc2)c2c(O)[nH]c3ccc(C(=O)OC)cc23)cc1
9) COc1nc(N(C)O)nc(N(C)O)n1
10) O=C(CN1C(=O)NC(c2ccccc2)(c2ccccc2)C1=O)c1ccc(Cl)cc1
assay / compound	1	2	3	4	5	6	7	8	9	10
HCT-15	96.8	107.0	104.2	99.3&96.5	91.5	98.7	-66.5*	27.0	23.9	93.6
HT29	100.0	102.2	95.1	99.8&112.0	94.6	99.8	3.2*	29.7	46.3	91.2
COLO 205	97.3	127.6	113.7	99.2&112.5	101.0	103.3	-57.6*	21.8	19.6	94.0
KM12	nt	110.0	99.4	91.9&111.7	103.9	102.6	-51.7*	15.3	24.5	65.7
SNB-75	95.8	90.5	86.5	95.7&104.7	90.8	109.4	-18.4*	24.6	74.5	76.6
SW-620	106.2	105.5	107.2	95.8&105.9	99.2	101.1	-76.9*	18.9	34.6	93.1
HCC-2998	118.8	119.3	101.0	102.9&110.0	99.2	92.0	-76.9*	54.5	9.1*	93.9
NCI-H322M	103.6	105.9	87.7	91.9&103.8	105.5	nt	-18.5*	47.3	37.7	102.0
HCT-116	57.8	95.5	91.1	94.1&92.5	105.9	97.1	-90.3*	10.9	7.2*	73.3

11) CC(C)n1cc(C2=C(c3cccc4ccccc34)C(=O)NC2=O)c2cc(Br)ccc21
12) Cc1cc[n+](CC(=O)c2ccc(Cl)cc2)c(C)c1
13) Oc1ccccc1C=Nc1ccccc1
14) O=C(c1ccc2c(c1)OCO2)C(c1c[nH]c2ccccc12)c1c[nH]c2ccccc12
15) CC1=C/C(=N\OCC(=O)O)CC(c2ccc(C(C)C)cc2)C1 (configuration not stated)
16) CC1=CC(OC(=O)C(C)(O)CCC(O)(C(=O)OC2CC(O)(C(C)C)CCC2(C)O)C(C)C)(C(C)C)CCC1 (configuration not stated)
17) Cn1ccc2cc(NC(=O)Cn3cc(CN4CCCC4)nn3)ccc21
18) Cc1cccc2sc(=S)[nH]c12
19) COc1ccc(-c2nc(SC)nc(Cl)c2C#N)cc1
20) Cc1cc2c(cc1C)/C(=N/c1n[nH]c(=S)s1)C(=O)N2
assay / compound	11	12	13	14	15	16	17	18	19	20
HCT-15	43.1	109.1	118.0	83.8	99.0	101.4	105.2	103.3	94.6	101.6
HT29	43.1	103.9	103.4	107.1	88.7	105.1	110.9	96.1	103.0	107.8
COLO 205	62.2	103.9	96.4	78.8	104.6	120.0	126.2	104.8	109.6	111.6
KM12	36.5	107.4	119.4	75.4	100.9	100.5	106.1	108.8	95.0	95.5
SNB-75	38.6	83.9	93.2	69.6	67.2	80.0	95.3	76.8	83.9	101.2
SW-620	46.7	101.3	103.6	99.5	88.1	103.0	110.3	103.1	103.8	96.9
HCC-2998	52.1	104.9	117.6	108.7	103.9	103.7	112.4	101.1	102.8	111.3
NCI-H322M	87.5	104.8	96.4	90.3	90.2	110.7	112.5	96.3	103.9	98.5
HCT-116	35.4	102.3	77.2	92.1	95.7	93.5	102.4	105.9	96.6	106.8

Entries from the list above with fluorine (2):
6) COc1ccc(C(=O)N/N=C/c2ccc(F)c(Br)c2)cc1
7) O=C1/C(=C/c2ccccc2F)CN(C(=O)C(Cl)Cl)C/C1=C\c1ccccc1F
assay / compound	6	7
HCT-15	98.7	-66.5*
HT29	99.8	3.2*
COLO 205	103.3	-57.6*
KM12	102.6	-51.7*
SNB-75	109.4	-18.4*
SW-620	101.1	-76.9*
HCC-2998	92.0	-76.9*
NCI-H322M	nt	-18.5*
HCT-116	97.1	-90.3*

The listing continues.
21) COc1ccc(/C=C/c2nc3ccccc3n3c(-c4ccc(Cl)cc4)nnc23)cc1
22) O=c1c2ccccc2n2cnc3ccc(Cl)c1c32
23) COC(=O)CNC(=O)[C@H](Cc1ccccc1)NCc1ccco1
24) CC1(c2ccccc2O)NN=C(N)N1C(Cc1c[nH]c2ccccc12)C(=O)O (configuration not stated)
25) CNCCCCc1ccc([N+](=O)[O-])cc1
26) BrCCCc1n(Cc2ccc3ccccc3c2)c2ccccc2[n+]1Cc1ccc2ccccc2c1
27) CC(C)CCc1ccccc1O
28) Cc1cccc(-[n+]2noc(N)n2)c1
29) O=P(O)(O)c1cc(-c2ccccc2)oc1-c1ccccc1
30) CCN(CC)CCN1C(=O)c2cccc3c(/C=C/CN4C(=O)c5cccc6cccc(c56)C4=O)ccc(c23)C1=O
assay / compound	21	22	23	24	25	26	27	28	29	30
HCT-15	93.3	66.4	104.0	108.5	98.8	-60.6*	99.5&112.1	66.4	106.7	95.8
HT29	102.3	73.4	76.4	90.8	101.1	-50.8*	105.3&99.1	102.4	106.6	103.1
COLO 205	92.4	91.8	101.0	87.4	98.1	-61.2*	115.6&120.7	95.7	97.1	80.7
KM12	93.1	84.3	96.3	98.3	102.9	-89.7*	97.6&105.3	70.2	98.3	63.6
SNB-75	61.2	100.0	91.2	93.9	76.9	-71.5*	101.6&84.5	82.1	88.6	91.2
SW-620	99.2	79.2	102.8	94.4	99.4	-81.5*	103.1&97.6	86.3	98.7	90.4
HCC-2998	109.8	103.0	90.5	100.5	109.4	-90.1*	102.1&103.8	79.0	70.2	104.9
NCI-H322M	103.8	90.2	104.4	100.4	102.4	11.9	93.1&103.1	87.7	109.9	97.4
HCT-116	88.3	65.7	108.5	98.0	100.5	-89.7*	103.8&107.6	82.2	97.0	95.5

Looked up by structure from the list above, 3 records:
7) O=C1/C(=C/c2ccccc2F)CN(C(=O)C(Cl)Cl)C/C1=C\c1ccccc1F
27) CC(C)CCc1ccccc1O
30) CCN(CC)CCN1C(=O)c2cccc3c(/C=C/CN4C(=O)c5cccc6cccc(c56)C4=O)ccc(c23)C1=O
assay / compound	7	27	30
HCT-15	-66.5*	99.5&112.1	95.8
HT29	3.2*	105.3&99.1	103.1
COLO 205	-57.6*	115.6&120.7	80.7
KM12	-51.7*	97.6&105.3	63.6
SNB-75	-18.4*	101.6&84.5	91.2
SW-620	-76.9*	103.1&97.6	90.4
HCC-2998	-76.9*	102.1&103.8	104.9
NCI-H322M	-18.5*	93.1&103.1	97.4
HCT-116	-90.3*	103.8&107.6	95.5

Continued.
31) Oc1cccc2ccc(-c3nnc(SCc4ccc(O)c5ncccc45)n3-c3ccccc3)nc12
32) CCC1(C)c2cc(C)c(C(C)=O)cc2C(C)(C)C1C (configuration not stated)
33) CNC(c1ccccc1)c1ccccc1
34) CC(C)c1cccc(C#N)c1
35) C[S+](C)CC(=O)c1ccc2ccccc2c1
36) O=C(c1ccccc1)c1c(/C=C/c2ccc(Br)cc2)nc2ccccc2c1/C=C/c1ccc(Br)cc1
37) COc1ccc(-c2cs/c(=N\N=C\c3ccc(F)cc3)n2C)cc1
38) O=C1/C(=C/N2N=C(c3ccc4ccccc4c3)CC2c2ccccc2O)SC(=S)N1c1cccnc1 (configuration not stated)
39) CCOC(=O)C1=C(C)N(C)C(=O)N(C)C1c1c(Cl)n(C)c2ccccc12 (configuration not stated)
40) CC1CCC(C(C)C)C(NC(=O)c2ccncc2)C1 (configuration not stated)
assay / compound	31	32	33	34	35	36	37	38	39	40
HCT-15	16.5	100.8	104.9	113.1	98.2	101.4	73.4	12.4	83.3	103.0
HT29	81.3	96.4	92.4	104.1	91.5	104.8	87.9	10.7	88.4	104.4
COLO 205	53.9	110.9	92.6	114.6	90.6	105.3	95.7	27.3	114.0	109.1
KM12	10.9	101.8	98.0	111.1	90.9	100.6	86.2	18.2	83.3	102.4
SNB-75	9.1*	93.4	90.9	83.7	81.3	83.1	87.1	-4.5*	94.5	87.2
SW-620	16.4	116.0	105.9	107.4	111.8	99.6	87.8	24.0	91.5	101.5
HCC-2998	28.2	96.2	102.6	101.8	109.0	106.5	92.1	28.5	88.0	103.4
NCI-H322M	20.9	88.0	99.4	109.4	103.0	99.7	99.7	46.0	81.9	107.7
HCT-116	10.5	94.9	86.2	100.9	82.8	nt	57.2	10.9	96.3	105.0

41) CCOC(=O)c1c(C)nc2c(c1N)CC(=O)N2Cc1cc(OC)cc(OC)c1
42) CCC(C)Nc1ccc(N)cc1 (configuration not stated)
43) Cc1cc(Nc2cccc(Cl)c2)nc(N)n1
44) Cc1ccccc1Cn1cc(F)c(=O)[nH]c1=O
45) CCOC(=O)CCCn1c2c(c(C)c1-c1ccccc1)C1=NC(=O)CN1C(SC)=N2
46) O=C(Nc1ccc(-c2nc(-c3cccc(OCCN4CCOCC4)c3)c(-c3ccnc(Br)c3)[nH]2)cc1)c1ccccc1
47) CC1=CC=C(NC(=O)/C=C/c2ccccc2)CC1Nc1nccc(-c2cccnc2)n1 (configuration not stated)
48) Nc1ccc(N)c2c1C(=O)c1ccccc1C2=O
49) CCN1C(=O)N(CC)C2Nn3c(s/c(=C4\C(=O)N(CC(C)(C)C)c5ccccc54)c3=O)=NC21 (configuration not stated)
50) COC(CCCl)c1ccc(Cl)cc1 (configuration not stated)
assay / compound	41	42	43	44	45	46	47	48	49	50
HCT-15	94.5	30.5	97.3	101.1[50 µM]	114.1	-7.8*	14.6	65.4	62.8	98.3
HT29	83.3	7.6*	107.1	105.8[50 µM]	102.5	1.8*	13.6	93.4	118.2	93.6
COLO 205	107.9	-57.2*	115.7	108.5[50 µM]	129.3	-25.2*	26.7	99.4	89.5	110.9
KM12	84.3	8.3*	94.8	103.4[50 µM]	96.0	0.7*	26.4	67.1	84.9	101.8
SNB-75	76.3	29.8	99.8	86.8[50 µM]	80.3	-37.3*	8.5*	76.5	44.1	84.4
SW-620	104.6	29.9	103.7	103.2[50 µM]	109.5	2.5*	27.0	88.1	64.9	100.2
HCC-2998	92.1	28.4	104.5	98.0[50 µM]	127.4	11.3	70.5	97.4	101.9	106.2
NCI-H322M	108.7	53.3	89.0	103.4[50 µM]	108.1	47.4	67.2	76.9	88.6	97.5
HCT-116	90.2	-34.8*	100.3	99.3[50 µM]	111.8	10.0*	14.5	72.1	57.2	103.1

51) FC(F)c1nc2nc(Cl)c(Cl)nc2[nH]1
52) COc1ccc2c(c1)cn1c3ccc(O)cc3[nH]c(=O)c21
53) N#Cc1nc(-c2ccccc2)oc1N1CCN(S(=O)(=O)c2ccc(Cl)cc2)CC1
54) COc1cc(-c2nc(-c3ccccc3)[nH]c2-c2ccnc(NCCCNS(=O)(=O)c3ccc(F)cc3)n2)ccc1Cl
55) COC(Cc1ccccc1)OC
56) CCOC(=O)CC1CSC(Nc2c(C)cc(C)cc2C)=N1 (configuration not stated)
57) NS(=O)(=O)c1ccc(N=Nc2ccc(=O)[nH]c2O)cc1
58) CC(O)C(=O)NC1CCCCC1 (configuration not stated)
59) COc1cc(C(=O)Cn2cc(CNC(=O)c3ccc4ccc5ccc(C(=O)NCc6cn(CC(=O)c7cc(OC)c(OC)c(OC)c7)nn6)nc5c4n3)nn2)cc(OC)c1OC
assay / compound	51	52	53	54	55	56	57	58	59
HCT-15	105.5	2.2*	83.0	24.8	106.5	108.8	107.9	98.9	105.8
HT29	103.2	-43.1*	97.4	67.5	103.5	106.5	115.8	107.2	105.1
COLO 205	113.7	4.2*	95.2	72.9	nt	106.6	145.7	111.9	109.5
KM12	95.9	9.5*	91.3	77.4	109.1	110.4	107.1	108.8	114.8
SNB-75	93.0	nt	93.2	89.2	83.5	109.9	86.2	85.6	89.6
SW-620	106.1	8.4*	96.3	105.9	106.0	97.5	106.0	106.2	106.5
HCC-2998	100.8	11.8	102.1	56.7	103.1	98.1	114.8	113.5	96.3
NCI-H322M	101.7	41.1	93.1	103.2	95.9	104.7	137.6	102.9	101.0
HCT-116	104.9	-85.4*	91.8	48.8	99.5	103.1	103.4	101.6	92.1

High-throughput results: PubChem, NCI
